CHT PAM: human CHT allosteric activation. CHT-expressing cells, membrane potential dye, choline EC20; hits give high values; LV-AA mutant CHT in HEK293 cells. B-score at 10 µM. 310,000 compounds, 0.49% hits. AID 488977. Q9GZV3;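 active means initial fluorescence not abnormally high and integrated response B-score, plate-corrected, over 3 SD above library mean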
Target sequence (Q9GZV3 whole entry, looked up): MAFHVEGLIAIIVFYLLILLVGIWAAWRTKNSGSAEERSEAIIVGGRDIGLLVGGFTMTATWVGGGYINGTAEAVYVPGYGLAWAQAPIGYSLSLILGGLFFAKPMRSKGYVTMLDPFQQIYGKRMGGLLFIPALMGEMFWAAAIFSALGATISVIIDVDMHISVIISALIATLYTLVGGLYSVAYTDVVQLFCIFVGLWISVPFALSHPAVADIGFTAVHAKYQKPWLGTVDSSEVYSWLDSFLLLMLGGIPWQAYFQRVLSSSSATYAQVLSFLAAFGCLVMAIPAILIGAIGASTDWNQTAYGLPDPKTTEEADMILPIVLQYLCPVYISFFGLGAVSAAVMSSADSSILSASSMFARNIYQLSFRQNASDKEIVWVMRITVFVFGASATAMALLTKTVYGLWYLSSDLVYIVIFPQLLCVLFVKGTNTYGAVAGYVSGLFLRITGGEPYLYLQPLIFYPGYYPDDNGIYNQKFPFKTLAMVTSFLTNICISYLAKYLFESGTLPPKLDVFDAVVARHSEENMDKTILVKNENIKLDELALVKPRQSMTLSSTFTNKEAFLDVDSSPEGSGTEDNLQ
CHT inh: inhibits the human high affinity choline transporter; B-score at 10 µM; CHT-expressing cells, membrane potential dye, choline response; hits give low values; Q9GZV3; 310,000 compounds, 0.86% hits;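 active means B-score over 3 SD under the library average, and starting fluorescence ratio not unusually high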;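 further: choline stimulus applied at its EC90 after an EC20 pre-addition; B-score computed on integrated fluorescence ratio after choline addition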
* hit, by the source's call; i = inactive. This is a random part of the collection. About 1.5% of those tested had a hit in this group.

Structure | CHT inh | CHT PAM
Fc1ccc(NC(=S)Nc2cccc3cnccc23)cc1 | i | i
O=C(NC1CC1)c1ccc2c(c1)N(Cc1ccc(Cl)cc1)CCS2 | i | i
CCC(C)NC(=O)CNC(=O)Cn1c(C)cc2ccccc2c1=O (stereo unspecified) | i | i
O=C(CCCN1C(=O)c2ccccc2C1=O)Nc1nccs1 | i | i
O=C1N=C(N2CCOCC2)S/C1=C/c1ccc(-c2ccccc2Cl)o1 | i | i
CC1(C)CC(=O)N(Cc2ccccc2)C(=O)C1 | i | i
CCOC(=O)CSc1nnc(CNC(=O)c2cccs2)n1-c1cc(OC)ccc1OC | i | i
O=C(CCC(=O)NNC(=O)c1ccccc1[N+](=O)[O-])NCc1ccccc1 | i | i
CC1=CC(C)(C)NC(=S)N1c1cccc2ccccc12 | i | i
O=C(CC1C(=O)NCCN1Cc1cccc(Oc2ccccc2)c1)NCCn1cccn1 (stereo unspecified) | i | i
O=C(NCc1ccccc1)c1onc(CSc2ccc(F)cc2)c1C(=O)NCCCN1CCOCC1 | i | i
Cn1c(N)c(C(=O)COC(=O)c2ccccn2)c(=O)n(C)c1=O | i | i
NC(=O)C[n+]1cccc(/C=N/O)c1 | i | i
Cn1c(CN2CCOCC2)nnc1SCC(=O)Nc1cccc(C(F)(F)F)c1 | i | i
COCC(C)n1c(SCc2ccc(C(=O)OC)cc2)nc2ccccc2c1=O (stereo unspecified) | i | i
O=C(Nc1ccc(OCc2ccccc2)cc1)c1cccc([N+](=O)[O-])c1 | i | i
O=C(NC1CC1)C(Cc1ccccc1)NS(=O)(=O)c1ccccc1F (stereo unspecified) | i | i
Cc1ccc(C(=O)CC(C(=O)O)n2ccc(C)n2)cc1 (stereo unspecified) | i | i
COc1cccc(NCc2ccc([N+](=O)[O-])s2)c1 | i | i
COc1cc(/C=N/Nc2snc(SC)c2C#N)ccc1O | i | i

More results.
Structure | CHT inh | CHT PAM
CCN(Cc1cc2cc(OC)ccc2[nH]c1=O)C(=O)Cc1ccc(OC)cc1 | i | i
CCOc1ccccc1NC(=O)Nc1cccc(NC(C)=O)c1 | i | i
O=C(CCN1C(=O)c2ccccc2C1=O)Nc1ccc2c(c1)OCCO2 | i | i
c1ccc2c(c1)N1CCCN=C1N2CCN1CCCCC1 | i | 9.5*
O=C(NNC(=S)NCc1ccco1)c1cccs1 | i | i
CC1=CCn2c(=O)c3ccccc3c(=O)n2C1 | i | i
Cc1ccc(NC(=O)C2CCCN2C(=O)Oc2ccccc2)c(C)c1 (stereo unspecified) | i | i
O=C(Oc1cccc(-c2cnc3ccccc3n2)c1)c1ccco1 | i | i
O=C(O)c1ccc(CSCc2ccco2)cc1 | i | i
COc1ccc2oc(=O)c(C(=O)O)cc2c1 | i | i
COc1cc(C(=O)NC(=S)N(CCc2ccccc2)CCc2ccccc2)cc(OC)c1OC | i | i
CC1CCCC(C)N1NC(=O)c1ccc(Cl)c(S(N)(=O)=O)c1 (stereo unspecified) | i | i
COc1ccccc1NC(=O)c1cc(C)oc1C | i | i
COc1ccc(S(=O)(=O)NC2(C(F)(F)F)N=C(c3ccccc3)NC2=O)cc1 (stereo unspecified) | i | i
Cc1ccc(NC(=O)c2ccc(S(=O)(=O)N3CCOCC3)cc2)c(C)c1 | i | i
COc1ccc(C2=NS(=O)(=O)N(C)C(C(=O)Nc3ccc(OC)c(OC)c3)=C2)cc1 | i | i
O=C(Nc1ccccc1)c1cc(S(=O)(=O)NCc2ccncc2)ccc1Cl | i | i
O=C1C(=O)N(CCCN2CCOCC2)C(c2ccc(F)cc2)/C1=C(/O)c1ccccc1 (stereo unspecified) | i | i
CC(C)Cc1nc2oc3c(NCc4cccnc4)ncnc3c2c2c1CCC2 | i | i
Cc1nnc(SCC(=O)Nc2cc(C(F)(F)F)ccc2N2CCOCC2)o1 | i | i

2 of the compounds above, with each value named:
COc1ccc(S(=O)(=O)NC2(C(F)(F)F)N=C(c3ccccc3)NC2=O)cc1 (stereo unspecified)
  CHT inh: i; CHT PAM: i

Cc1ccc(NC(=O)c2ccc(S(=O)(=O)N3CCOCC3)cc2)c(C)c1
  CHT inh: i; CHT PAM: i

(list continues)
Structure | CHT inh | CHT PAM
O=C(CSc1nc2ccccc2n1CC(=O)N1CCOCC1)N1CCCC1 | i | i
Cc1ccc2cccc(N=Cc3c(C)[nH]n(-c4ccccc4)c3=O)c2n1 | i | i
O=C(CCCN1C(=O)c2cccc3cccc(c23)C1=O)N1CCN(c2ccccn2)CC1 | i | i
COc1ccc(NC(=O)c2cc3ccccc3cc2O)cc1 | i | i
O=S(=O)(NN1CCOCC1)c1ccc(Br)cc1 | i | i
Fc1ccc(CSc2nncn2NCc2ccccc2)cc1 | i | i
O=C(CN1CCN(S(=O)(=O)c2ccc(F)cc2)CC1)Nc1ccc(F)cc1F | i | i
Cc1ccccc1CNc1nc(N)n(-c2ccccc2)n1 | i | i
COc1ccc(C2=NS(=O)(=O)N(C)C(C(=O)N(C)Cc3ccccc3)=C2)cc1OC | i | i
O=S(=O)(Nc1nc2ccccc2nc1NCCO)c1cccc(Cl)c1 | i | i
Cc1ccc(Cl)c(NC(=O)CN2CCN(C=O)CC2)c1 | i | i
O=C(NNC1CC(=O)N(c2ccc3c(c2)OCCO3)C1=O)c1ccccc1 (stereo unspecified) | i | i
O=C(Nc1ccccc1F)c1cc2c(s1)-c1ccccc1S(=O)(=O)C2 | i | i
COc1ccc(N2CCN(CCCNC(=O)C3CCN(S(=O)(=O)N4CCOCC4)CC3)CC2)cc1 | i | i
O=C1N2c3ccccc3CCc3cccc(c32)C1(O)C(F)(F)F (stereo unspecified) | i | i
Nc1nc(Cl)cc(N2CCC(c3cc(-c4ccc(Cl)cc4Cl)n[nH]3)CC2)n1 | i | i
CC(C)(C)C(=O)N1c2ccccc2CCc2ccccc21 | i | i
CN(C)CCCNC(=O)Cc1ccc(Br)cc1 | i | i
Cc1ccc(C(=O)Nc2ccc(N3CCN(C)CC3)cc2)c(Cl)c1 | i | i
CC(=O)Nc1ccc(NC(=O)Cc2ccc(F)cc2)cc1 | i | i

The list continues.
Structure | CHT inh | CHT PAM
O=C(Nc1ccc2oc(-c3ccccc3)nc2c1)c1ccc2c(c1)OCCO2 | i | i
COc1ccc(S(=O)(=O)N2CC(C)N(C(=O)N(C)C)C2C)cc1 (stereo unspecified) | i | i
O=S(=O)(NCCc1ccccc1)c1ccc(Br)cc1 | i | i
O=S1OCCN1c1ccccc1 (stereo unspecified) | i | i
Cc1cc(C)n(CCCNC(=O)C2CC(=O)N(Cc3ccccc3)C2)n1 (stereo unspecified) | i | i
N#CCCn1ccc(NC(=O)c2ccc(Cl)cc2)n1 | i | i
O=C(c1ccc(C(F)(F)F)cc1)C1CCCN(C(=O)CCN2CCCO2)C1 (stereo unspecified) | i | i
Cc1cc(C)cc(NC(=O)CCCCCN2C(=O)[C@@H]3Cc4ccccc4CN3C2=O)c1 | i | i
CCOc1ccc(N(CC(=O)Nc2ccc(C)c(C)c2)S(C)(=O)=O)cc1 | i | i
CCCCn1c(N)c(Sc2ccc(Cl)cc2)c(=O)[nH]c1=O | i | i
O=C(CN1CCN(S(=O)(=O)c2cc(Cl)ccc2Cl)CC1)c1ccc(O)c(O)c1 | i | i
COc1ccccc1/C=C/C(=O)Oc1cccc2cccnc12 | i | i
Cc1ccc(S(=O)(=O)NCC2CCC(C(=O)O)CC2)cc1 (stereo unspecified) | i | i
Cc1cc2nnc(SCC(=O)Nc3cc(S(=O)(=O)N4CCOCC4)ccc3Cl)n2c2ccccc12 | i | i
CCOC(=O)c1sc2nc(CC(=O)OC)nc(N3CCN(c4ccc(OC)cc4)CC3)c2c1C | i | i
C[C@@H](C[C@@H](O)[C@H](O)C(C)(C)O)[C@@H]1CC[C@]2(C)C3=CC[C@H]4C(C)(C)C(=O)CC[C@]4(C)[C@H]3CC[C@@]12C | i | i
CSc1sc(C(=O)N(C)C)cc1S(=O)(=O)C(C)C | i | i
CCOc1ccc2ccccc2c1/C=N\NC(=O)OC | i | i
COC(=O)c1ccc(NC(=O)CSc2nncn2-c2cccnc2)cc1 | i | i
CCOC(=O)c1ccc(NC(=O)C2CCCN(S(=O)(=O)c3ccc(F)cc3)C2)cc1 (stereo unspecified) | i | i

Reprinted from the part before: four compounds; new compounds follow.
Structure | CHT inh | CHT PAM
CSc1sc(C(=O)N(C)C)cc1S(=O)(=O)C(C)C | i | i
CCOc1ccc2ccccc2c1/C=N\NC(=O)OC | i | i
COC(=O)c1ccc(NC(=O)CSc2nncn2-c2cccnc2)cc1 | i | i
CCOC(=O)c1ccc(NC(=O)C2CCCN(S(=O)(=O)c3ccc(F)cc3)C2)cc1 (stereo unspecified) | i | i
NS(=O)(=O)OCc1ccc(C(F)(F)F)cc1 | i | i
CN(C)c1ccc(/C=N/NC(=O)c2ccc3nc[nH]c3c2)cc1 | i | i
Cc1nnc(NC(=O)CSc2n[nH]c(-c3ccccc3C)n2)s1 | i | i
Cc1nc2c(-c3ccc(F)cc3)c(C)nn2c(C)c1CCC(=O)N1CCN(c2ccccc2)CC1 | i | i
Cc1cc(/C=C(\C#N)C(=O)Nc2ccccc2)c(C)n1-c1cccnc1 | i | i
C/C(=C\C(=O)c1ccc(Cl)cc1)Nc1ccc(N2CCOCC2)cc1 | i | i
Cc1nc(-c2cccc(-c3noc(C)n3)c2)no1 | i | i
CCOC(=O)N1CCN(c2cccc(C)c2C)CC1 | i | i
CCOC(=O)C1(CCOc2ccccc2)CCN(Cc2cccc(F)c2)CC1 | i | i
COc1ccc(C(=O)NC(=S)N2CCCCC2)cc1[N+](=O)[O-] | i | i
CNC(=S)N/N=C/c1cc(C)n(-c2ccc(Cl)c(Cl)c2)c1C | i | 9.3*
CCN(CC)CCCNC(=O)C1CCC(CNS(=O)(=O)c2c(C)cc(C)cc2C)CC1 (stereo unspecified) | i | i
CCOc1ccc(S(=O)(=O)NCCC(=O)N2CCC(Cc3ccccc3)CC2)cc1 | i | i
O=C(CSc1nnnn1-c1ccc(Cl)cc1)NC(=O)Nc1ccc2c(c1)OCCO2 | i | i
O=C(CCc1ccccc1)NNC(=O)c1ccc(NC(=O)c2ccccc2)cc1 | i | i
CC(C)N=C(NC#N)SCc1ccc(F)cc1 | i | i
CC1=C(C(=O)OCc2ccccc2)C(c2ccc3ccccc3c2)NC(=O)N1CCCC(=O)O (stereo unspecified) | i | i
O=C(c1ccccc1)N1CCN(c2ccccc2F)CC1 | i | i
CN(C(=O)c1ccncc1)C1CCCN(Cc2ccccc2F)C1 (stereo unspecified) | i | i
Cc1ccccc1C(=O)OC1CCN(C)CC1 | i | i

Following part
Structure | CHT inh | CHT PAM
O=C(c1ccco1)N1CCN(C(=S)Nc2ccc(Br)cc2Cl)CC1 | i | i
O=C(OC1CCCCC1)c1cc2ccccc2oc1=O | i | i
Cc1cccc(Oc2ncnc3oc(-c4ccccc4)cc23)c1C | i | i
CCOc1ccc(-c2cc(CCCC(=O)NCc3ccco3)no2)cc1 | i | i
N/C(=N\c1nc2ccccc2o1)NC(=O)c1ccccc1NC(=O)c1ccccc1 | i | i
O=C(c1ccco1)N1CCN=C1SCc1cccnc1 | i | i
Cc1cnc(C(=O)OCc2c(C)cc(C(C)(C)C)cc2C)cn1 | i | i
COc1ccc(C(=O)N2CCN(c3ccc(NC(=O)c4cccnc4)cc3)CC2)cc1 | i | i
Cc1ccc(Cl)cc1-c1ccc(/C=N/n2cnnc2)o1 | i | i
CC(=O)Nc1ccc(Oc2cc(NC(C)=O)cc([N+](=O)[O-])c2)cc1 | i | i
COc1ccccc1CNC(=O)C[n+]1ccccc1 | i | i
COc1ccc(-c2nc3cc(C)ccn3c2NCc2ccc3c(c2)OCO3)cc1 | i | i
CC(C)Cn1cc(C(=O)NCCCOC(C)C)c2c3ccccc3n(C)c2c1=O | i | i
COc1ccc(CSC2=CS(=O)(=O)c3ccccc3N2)cc1 | i | i
CCCCCC(=O)N1CC2(CC(c3cccc(NC(=O)[C@@H]4CCC(=O)N4)c3)=NO2)C[C@@H]1C(N)=O (stereo partly specified) | i | i
Cc1cccc(C(=O)OCN2C(=O)c3ccccc3C2=O)c1[N+](=O)[O-] | i | i
FC(F)Sc1ccc(NC(=S)NCc2ccccc2)cc1 | i | i
Cc1ccc(NC(=O)N2CCc3ccccc32)cc1C | i | i
CCN1CCN(c2sc(S(C)(=O)=O)nc2S(=O)(=O)c2ccc(Cl)cc2)CC1 | i | i
Cc1ccc2nc(NNC(=O)c3ccc(S(=O)(=O)N4CCc5ccccc5C4)cc3)sc2c1 | i | i

Later entries
Structure | CHT inh | CHT PAM
CC12CCCCC1NS(=O)(=O)OC2 (stereo unspecified) | i | i
COc1ccc(C(=O)Nc2ccc(Nc3ccccc3)cc2)cc1Br | i | i
COc1ccc(/C=N/NC(=O)CNc2c(Br)cc(C)cc2Br)c(C(=O)O)c1OC | i | i
O=C(N/C(=C\c1cccc([N+](=O)[O-])c1)C(=O)N1CCOCC1)c1ccc([N+](=O)[O-])cc1 | i | i
CC1(C)Cc2c(c(N3CCOCC3)nc3sc4c(NN)ncnc4c23)CS1 | i | i
N#CC1=C(N)Oc2c(O)cc3ccccc3c2C1c1ccsc1 (stereo unspecified) | i | i
O=C(c1ccco1)c1n[nH]nc1-c1ccccc1 | i | i
CC1CCc2cc(F)ccc2N1C(=O)CCC(=O)O (stereo unspecified) | i | i
CCOc1ccc(-c2c(C(=O)N/N=C(\C)c3ccncc3)nnn2-c2nonc2N)cc1 | i | i
